# PAX8 inh HTS = inhibitors of PAX8-driven TPO luciferase reporter, primary screen, RMG-I cells, single concentration. SteadyGlo, 24 h. inhibition, % at 12.6 µM. 360,000 tested, 1.2% active. AID 652154, 2013;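 active means mean replicate inhibition at least 60% with every replicate also reaching 60%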;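 further: luciferase light reporting Pax8 driven TPO promoter activity; plate controls were median of neutral control wells for no effect and mitoxantrone controls for full effect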
# miR-122 sensor = miR-122 Renilla sensor signal increase in Huh7, primary screen, miR-122 inhibitor project, cell-based, single point, plate reader. Huh7 miR-122 Renilla luciferase sensor, 48 h; neutral wells = 0, positive control = 100. activation (reporter increase), % at 12.5 µM. 340,000 tested, 0.3% active;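 active means mean replicate activation score at least 90 and every replicate individually at or above 90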;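 further: higher luciferase means less miR-122 activity so hits act as miR-122 inhibitors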
# PGC1a acetyl inh = inhibitors of PGC1a acetylation signal, primary screen, cell-based, U2OS, AlphaScreen, inhibitor mode; inhibition, % at 15.6 µM; AID 651687, 2012; 350,000 tested, 0.17% active; AlphaScreen anti-acetyl-lysine; with virally co-expressed GCN5 acetyltransferase;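 active means every replicate shows inhibition of at least 40%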;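 further: 0% = neutral control wells and 100% = positive control wells; some results beyond the cut were filed as inactive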
# FN deposition inh = inhibitors of fibronectin matrix deposition, primary screen, AH1F cells, Alexa488-fibronectin fluorescence, plate reader; 350,000 tested, 0.086% active; AH1F fibroblasts, overnight; inhibition, % at 12.6 µM;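 active means mean inhibition across replicates of 30% or more, regardless of how many single replicates reach that level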;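 further: positive control wells lacked labelled fibronectin entirely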
#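 Measured by – fluorescence 485/525 nm · System – AH1F fibroblast monolayer, labelled fibronectin deposition · Amount – 10000 cells per well · Buffer or medium – serum-reduced DMEM (2% serum) · Doses – single dose, pinned · Also added – fluorescent fibronectin at 24 nM final · Schedule – 1 h cell attachment, overnight exposure to compound and label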
# LGR2 antag = inhibitors of bursicon-induced LGR2 CRE-luciferase signal, primary screen, cell-based, HEK293, CRE-luciferase reporter, bursicon stimulation | Drosophila bursicon receptor LGR2 (rickets) | bursicon-stimulated, 4 h | inhibition, % at 9.99 µM | 380,000 tested, 0.35% active;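 active means drop in luminescence signal, shown as inhibition above about 50% in the replicate tests, limit read from the data, passing the limit was not always enough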;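 further: agonist challenge used bursicon conditioned medium at about half maximal strength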
# CASP6 VEID inh = human caspase-6 inhibitors, primary screen, biochemical, VEID-R110 fluorescence, single point, set 2; P55212; purified caspase-6, Z-VEID-R110 cleavage fluorescence; AID 686996, 2013; inhibition, % at 12.5 µM; 350,000 tested, 0.53% active;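 active means mean inhibition across replicates at least about 35%, with every replicate also reaching that limit, limit read from the data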;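 further: 0% = median of neutral control wells and 100% = no fluorescence left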
# Target sequence (P55212 24-179 limits assumed): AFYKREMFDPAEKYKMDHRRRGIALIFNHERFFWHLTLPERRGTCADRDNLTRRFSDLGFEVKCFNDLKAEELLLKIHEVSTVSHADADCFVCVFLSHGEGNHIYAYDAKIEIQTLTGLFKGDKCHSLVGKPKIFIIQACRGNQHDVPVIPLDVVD
# Target sequence (P55212 194-293 limits assumed): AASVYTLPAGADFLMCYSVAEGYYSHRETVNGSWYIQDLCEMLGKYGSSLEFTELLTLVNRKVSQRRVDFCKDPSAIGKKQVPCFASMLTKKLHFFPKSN
# EWS-Fli inh = EWS/Fli-driven NR0B1 reporter inhibitors, primary screen, A673 cells, NR0B1 luciferase, luminescence, MLPCN library; inhibition, % at 12.6 µM; 350,000 tested, 0.67% active; AID 651661, 2012; viability-normalised;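 active means mean inhibition of at least 50% after viability correction, with every replicate also passing that limit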;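 further: firefly luciferase signal divided by Alamar Blue viability fluorescence both relative to DMSO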
# Cneo AK release = Cryptococcus neoformans cell lysis inducers, primary screen, AK release luminescence, single concentration. C. neoformans lysis, adenylate kinase release luminescence, 4 h; normalised: neutral wells 0, clomiphene wells 100. lysis activity, % at 15 µM. 360,000 tested, 0.2% active. AID 651654, 2012;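 active means mean lysis activity across replicates of at least 80%, whatever share of replicates individually reach that level; inactive means mean lysis activity below 80%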
#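 Assay system: C. neoformans cells. Amount: yeast cell density of 5 × 10^6 cells/mL. Technique: AK luminescence. Buffer or medium: YPD. Times: static 4 h at 37 °C with compound, 1 h detection. Dosing: single-point compound dose. Read-out: lysis from increased AK signal.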
# The depositor's hits bear a star; x = not tested or not shown; & = joins results of further samples; [ ] = remark or other dose. Compounds were not picked by outcome (roughly 2.5% active in at least one column).
SMILES,PAX8 inh HTS,miR-122 sensor,PGC1a acetyl inh,FN deposition inh,LGR2 antag,CASP6 VEID inh,EWS-Fli inh,Cneo AK release
O=C(C[C@@H]1C/C=C/CC[C@H](Cc2ccc(F)cc2)C(=O)O[C@H](c2ccccc2)CNC1=O)NCCO,-94.5,x,x,1.1,-0.8,-1.8,3.6,0.5
C[C@H]1CN([C@@H](C)CO)S(=O)(=O)c2ccc(-c3ccc(C(=O)N(C)C)cc3)cc2O[C@H]1CN(C)C(=O)Nc1ccccc1F,-11.5,-13.0[16.7 µM],13.8,x,14.4,-3.6,-12.4,0.5
CC=Cc1ccc2n(c1=O)C[C@H]1[C@H](CO)[C@@H](C(=O)N(C)C)[C@@H]2N1CC1CCOCC1 (mixture of isomers),x,-6.6[16.7 µM],x,x,21.6,-1.9,1.2,4.7
O=C1NC(Cc2ccccc2)c2nc3cc(F)c(F)cc3c(=O)n2-c2ncccc21 (centres undefined),-2.5,-0.5,x,x,-3.5,1.5,0.0,-1.1
C[C@H](CO)N1C[C@H](C)[C@@H](CN(C)Cc2ccc(Cl)c(Cl)c2)Oc2ccc(NC(=O)Cn3cnnn3)cc2C1=O,-26.8&1.3,-1.9[16.7 µM],-5.7&2.1,13.2,5.4&-6.8,-0.2&-4.4,-2.9&6.0,-0.2&-1.8
CCOc1nc2c(c(-c3cccs3)c1C#N)Cc1ccccc1-2,11.1,0.3,5.6,-1.8,-10.4,0.8,12.9,-0.1
COc1ccc(C)cc1S(=O)(=O)N(C)CC(=O)NC1CCCCCC1,-14.1,x,-15.8,0.3,8.5,1.4,-0.3,x
CS(=O)(=O)N1CCCCN2[C@H](CO)[C@H](c3ccc(Br)cc3)[C@@H]2C1,-23.0,-1.1[16.7 µM],2.2,x,-4.2,-1.8,10.7,-0.8
Clc1ccccc1-c1cc2nc(NCCCn3ccnc3)ccn2n1,-163.9,1.4,x,10.6,-44.9,-8.8,-97.2,-1.0
O=C(Nc1ccc(S(=O)(=O)Nc2ncccn2)cc1)c1ccc(Br)o1,-0.9,x,x,-0.6,8.4,0.5,-11.2,-0.7
CNC[C@@H]1Oc2ccc(NC(=O)NC3CCCCC3)cc2C(=O)N([C@@H](C)CO)C[C@@H]1C,23.2,-3.7[16.7 µM],2.1,-11.3,12.0,2.8,-7.3,-0.8
C=CCn1c(O)c(N=NC(=O)CNC(=O)/C=C/c2ccc(OC)cc2)c2ccccc21,14.7,3.9,7.4,1.5,1.0,2.3,4.2,-0.4
O=C(c1ccccn1)N1C[C@@H]2[C@H](c3ccccc31)[C@@H](CO)N2C(=O)c1ccccn1,-0.4,-4.5[16.7 µM],12.2,x,3.8,x,-5.1,-3.7
C[C@@H]1CCCCO[C@@H](CN(C)Cc2ccc(Cl)c(Cl)c2)[C@@H](C)CN([C@@H](C)CO)C(=O)c2cc(NC(=O)CCC(F)(F)F)ccc2O1,12.8,2.0[16.7 µM],-2.5,x,9.5,-2.0,3.9,55.0
CCNC(=O)C[C@@H]1CC[C@H]2[C@@H](COc3ccc(NC(=O)c4cc(C)on4)cc3C(=O)N2C)O1,-4.5,-0.3[16.7 µM],16.2,0.2,3.2,-4.7,-1.2,45.7
C[C@@H]1CN([C@H](C)CO)C(=O)c2cc(NC(=O)Nc3ccccc3)ccc2O[C@@H]1CN(C)C(=O)Nc1ccc(F)cc1,19.1,-8.1[16.7 µM],-3.4,-18.5,1.4,2.5,0.1,-2.4
COc1cc(CN2CC(C)OC(C)C2)cc(OC)c1 (centres undefined),x,7.0,10.4,3.2,-17.0,x,x,x
COc1ccc2c3c([nH]c2c1)[C@@H](CO)N(C(=O)c1ccccn1)CC31CCN(C(=O)C2CCC2)CC1,-11.9,x,x,x,-27.1,-3.5,0.1,x
CS(=O)(=O)N(Cc1ccccc1)c1ccc(C(=O)N2CCOCC2)cc1,x,10.1,1.9,3.2,x,x,x,13.7
Cc1cc(C)c(NC(=O)CSc2cccc[n+]2[O-])c(C)c1,x,-1.3,18.7,-6.9,-3.2,-0.6,-9.3,1.8
O=C(Nc1ccc(F)cc1)N1C[C@H]2[C@@H](c3ccccc31)[C@H](CO)N2C(=O)c1ccc(F)cc1,-25.2,16.7[16.7 µM],-5.3,2.0,-22.3,x,2.5,-3.8
N=c1c(C(=O)NC2CCCCC2)cc2c(=O)n3ccccc3nc2n1Cc1ccco1,-15.5,x,x,5.1,4.5,3.3,7.6,2.3
CC(C(=O)NNS(=O)(=O)c1cccc(C(F)(F)F)c1)n1nnc(N2CCOCC2)n1 (centres undefined),26.8,x,19.8,6.6,-33.1,3.8,0.3,x
Cc1ccc(CN2CC=CS2(=O)=O)cc1,-10.2,x,x,1.5,-9.7,-1.4,-1.1,x
O=C(Oc1ccc2ccccc2c1)c1cncc(Br)c1,x,x,6.1,x,4.9,-0.9,0.9,x
O=C(Nc1ccc2c(c1)[C@@H]1C[C@@H](CC(=O)N3CCCCC3)O[C@@H](CO)[C@@H]1O2)C1CCC1,12.5,-2.4[16.7 µM],-2.6,9.3,-2.3,-3.3,-1.0,-1.2
C=CCN1N=C(/C=C/c2ccc(OC)cc2)CCC1=O,-92.9,-6.6,12.3,-3.1,-52.2,0.5,-71.1,-1.3
COc1cccc(CN(C)C(=O)CN2C(=O)NC(c3ccccc3)(c3ccccc3)C2=O)c1,9.5,-3.3,-12.2,x,-7.8,4.3,6.6,-0.7
C[C@H](NC(=O)N1CCC(Cc2ccccc2)CC1)C(=O)O,-5.2,0.0,-0.4,1.4,-1.0,-0.6,-3.5,-0.4
CO[C@H]1CN(C)C(=O)c2cc(NC(=O)Nc3ccccc3F)ccc2OC[C@H](C)N(Cc2ccccc2C(=O)O)C[C@H]1C,16.9,x,2.4,0.1,-3.1,-1.6,5.0,1.4
Cc1nn(C)cc1/C=N/n1nnnc1N,4.8,-4.3,6.5,15.4,x,x,x,1.0
Cc1c(C(=O)OCC(O)=C(C#N)c2nc3ccccc3[nH]2)oc2ccc(Br)cc12,x,2.0,-2.3,-0.9,-25.1,0.5,8.6,x
C[C@H]1CN([C@@H](C)CO)C(=O)c2cc(NC(=O)Nc3cccc4ccccc34)ccc2O[C@H]1CN(C)C(=O)Nc1ccccc1,-18.8,4.9[16.7 µM],4.8,x,-0.6,1.9,7.0,-2.1
COc1ccc(OCc2cc(C(=O)NC(C)c3csc(C)n3)no2)c(Cl)c1 (centres undefined),-217.2,0.8,-0.8,-1.1,-52.9,0.6,x,-1.4
Nc1nc(-c2ccc(Br)cc2)cs1,x,-5.4,-7.3,4.2,x,x,x,-2.4
COc1ccc(NC(=O)CSc2nnnn2C)cc1S(=O)(=O)N1CCCCC1,-7.2,x,x,-4.1,0.2,-0.1,4.2,0.9
CCOC(=O)C(NC(=O)CC)(Nc1ccccc1OC)C(F)(F)F (centres undefined),x,-0.2,-5.2,x,2.7,x,x,1.6
COc1cc(C(=O)NCC(=O)OCCN2C(=O)c3ccccc3C2=O)cc(OC)c1OC,-13.6,x,x,-6.8,-6.3,-7.4,6.1,x
Cc1ccccc1S(=O)(=O)N1[C@@H]2CNC[C@H]1[C@@H]2c1ccc(-c2ccc(C#N)cc2)cc1,x,x,4.1,-2.1,-18.5,40.2*,x,x
S=C(Nc1ccc(Cl)cc1Cl)N1CCN(c2ccccn2)CC1,4.3,-6.0,10.5,0.0,x,-5.8,10.5,-3.1
Cc1cc(C)c2c(CN(C)Cc3ccccc3)cc(=O)oc2c1,-149.5,-1.8,-5.0,-8.1,-43.3,0.1,-142.1,-1.1
COC(=O)CSc1nnc(-c2cccnc2)n1C,4.7,x,3.9,5.2,-14.7,1.9,7.2,x
Cc1nn(Cc2cccc(F)c2)c(C)c1NC(=O)c1c(Cl)cnn1C,-6.2,x,x,-1.1,x,-1.4,5.2,x
COc1ccc(Cl)cc1S(=O)(=O)N1CCCC1=O,-5.9,x,11.4,7.5,18.2,0.6,7.7,x
Cc1cc(S(=O)(=O)NCCN(C)C)c(C)s1,-7.0,2.2,x,7.6,x,x,x,-3.5

# Two successive compounds out of the list so far, quoted:
SMILES,PAX8 inh HTS,miR-122 sensor,PGC1a acetyl inh,FN deposition inh,LGR2 antag,CASP6 VEID inh,EWS-Fli inh,Cneo AK release
Cc1nn(C)cc1/C=N/n1nnnc1N,4.8,-4.3,6.5,15.4,x,x,x,1.0
Cc1c(C(=O)OCC(O)=C(C#N)c2nc3ccccc3[nH]2)oc2ccc(Br)cc12,x,2.0,-2.3,-0.9,-25.1,0.5,8.6,x

# Other results follow.
SMILES,PAX8 inh HTS,miR-122 sensor,PGC1a acetyl inh,FN deposition inh,LGR2 antag,CASP6 VEID inh,EWS-Fli inh,Cneo AK release
COc1ccc(/C=N\NC(=O)c2cc(O)c(O)c(O)c2)cc1COc1ccc(C(=O)OCC(C)C)cc1,7.9,-3.0,x,8.3,-7.0,43.5*,11.9,0.2
COCCCNc1nc2cc(OC)c(OC)cc2c2nc(-c3ccccc3)nn12,27.8,x,x,-0.9,3.2,-2.2,15.0,-1.4
Cc1c(NC(=O)C23CC4CC(CC(C)(C4)C2)C3)c(=O)n(-c2ccccc2)n1C,-6.3,3.1,-4.1,x,x,x,x,-0.1
Cc1ccccc1-n1c(SCc2c(C)noc2C)nnc1-c1ccncc1,x,4.8,0.9,3.1,-2.0,1.7,x,x
O=[N+]([O-])c1cc(/C=N/N2CCN(c3ccccc3)CC2)ccc1Cl,23.6,-7.6,x,-4.0,-28.1,2.7,-33.1,4.6
CCOc1ccc(-n2cc(C(=O)N3CCC(C)CC3)c3cc(OC)c(OC)cc3c2=O)cc1,34.8,2.0,15.3,2.0,x,2.6,x,5.5
C[C@@H]1CN([C@@H](C)CO)C(=O)c2cc(NS(=O)(=O)c3cn(C)cn3)ccc2O[C@@H](C)CCCCO[C@@H]1CN(C)C,-0.2,-1.4[16.7 µM],-2.5,6.0,17.0,-5.7,x,-0.6
Cc1cccc(OC(=O)C2C(c3ccccc3)C(C(=O)O)C2c2ccccc2)c1 (centres undefined),x,3.0,-11.2,16.1,x,x,x,5.5
CCC(C(=O)NC1CCCC1)N(C(=O)Cn1nnc(-c2ccc(C)o2)n1)c1ccc(OC)c(OC)c1 (centres undefined),-4.9,-1.5,x,7.9,1.7,0.3,3.0,-1.7
O=P(CCCCCCCCCP(=O)(c1ccccc1)c1ccccc1)(c1ccccc1)c1ccccc1,80.3*,-15.5,78.3*,8.7,x,x,x,-0.9
COc1ccc2c3c([nH]c2c1)[C@H](CO)N(C(=O)C1CCCC1)CC31CN(Cc2nccs2)C1,14.5,x,x,x,-20.3,-3.9,7.3,x
CCNC(=S)Nc1cc(OC)c(NC(=O)c2ccco2)cc1OC,-25.2,1.2,19.3,-14.6,0.2,x,-0.4,-4.4
CCOc1ccc(S(=O)(=O)N2CCN(C(=O)c3oc4ccccc4c3C)CC2)cc1,24.9,-1.6,-21.6,x,-27.1,-29.2,11.2,-3.9
S=c1[nH]nc(C(c2ccccc2)C2CCCCC2)o1 (centres undefined),-7.4,x,15.5,2.1,9.8,-1.1,2.3,x

# High-throughput results: PubChem BioAssay, Broad Institute
